# From PubChem
# procasp7 counter: counter-screen: procaspase-7 (human) activation; P55210; recombinant procaspase-7, Ac-DEVD-pNA absorbance 405 nm; D23A/D198A/D206A triple mutant, cannot self-cleave; scale: DMSO 0, 5 µM enzyme 100; activation, % at 8.5 µM; hit rate 0.093% among 330,000;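 active means percent activation above the screen-wide mean plus 3 SD, cut at about 25% in these data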
# Target sequence (P55210 whole entry D23A/D198A/D206A): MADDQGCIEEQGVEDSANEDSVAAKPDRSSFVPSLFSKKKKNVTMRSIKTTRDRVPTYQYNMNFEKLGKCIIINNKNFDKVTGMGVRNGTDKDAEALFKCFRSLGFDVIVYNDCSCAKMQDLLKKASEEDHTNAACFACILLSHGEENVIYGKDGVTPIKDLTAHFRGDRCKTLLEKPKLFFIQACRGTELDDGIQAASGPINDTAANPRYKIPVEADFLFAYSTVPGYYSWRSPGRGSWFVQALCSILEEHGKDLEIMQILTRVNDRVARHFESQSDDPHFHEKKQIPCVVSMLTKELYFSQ
#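 Assay system: Uncleavable procaspase-7 mutant enzyme | Input: 2 µM procaspase-7 mutant as dispensed | Timing: 1 h compound preincubation, 2 h substrate cleavage, 25 °C | Repeats: One well per compound | Control set: DMSO wells as 0%, DMSO with 5 µM added PC-7 as 100% | Technique: Epi-absorbance of released pNA at 405 nm, two timepoints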
# CIT2-GFP yeast: yeast TOR pathway CIT2-GFP modulation. GFP response vs DMSO, % at 10 µM. S. cerevisiae CIT2-GFP strain, flow cytometry, 3 h; 100 means same as DMSO wells. hit rate 0.065% among 320,000;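 active means GFP response relative to DMSO above a set limit, near the screen mean plus 3 SD, cut at about 150% in these data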;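 further: ratio of well median GFP fluorescence to mean of DMSO wells on the plate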
# AHR activator: activates the human aryl hydrocarbon receptor; P35869; hit rate 2.5% among 320,000; AID 2796; AHR-responsive luciferase reporter cells, luminescence; activation, % at 5 µM; in the data active means activation above about 47%;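 further: 0% = vehicle wells and 100% = reference agonist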
# AGP1-GFP MLPCN: alters AGP1-GFP fluorescence in TOR pathway yeast screen | GFP response vs DMSO, % at 10 µM | S. cerevisiae AGP1-GFP multiplex flow cytometry, 3 h; GFP as percent of DMSO wells | hit rate 0.02% among 320,000;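 active means GFP response relative to DMSO above a set limit, near screen average plus 3 SD, cut at about 150% in these data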;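 further: median GFP channel fluorescence of the gated AGP1 strain per well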
# procasp3 activ: procaspase-3 (human) activation; P42574; recombinant procaspase-3 D3A, Ac-DEVD-pNA absorbance 405 nm; activation, % at 8.5 µM; hit rate 0.11% among 330,000;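 active means activation above the mean of all tested compounds plus 3 SD, cut at about 21% in these data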;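 further: 0% = DMSO alone and 100% = DMSO wells spiked with extra 5 µM PC-3 D3A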
#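 Compound: 8.5 µM single point, 0.8% DMSO / Material: Autoprocessing-dead procaspase-3 D3A mutant enzyme / Timing: 1 h preincubation plus 2 h reaction at 25 °C / Medium: Zinc-free HEPES/NaCl buffer with 0.01% Triton X-100 at pH 7.4 / Technique: 405 nm absorbance of p-nitroaniline, reads at 0 and 120 min / Repeats: one well per compound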
# MEP2-GFP yeast: yeast TOR pathway MEP2-GFP modulation. S. cerevisiae MEP2-GFP strain, flow cytometry GFP, 3 h; 100% = DMSO control level. GFP response vs DMSO, % at 10 µM. hit rate 0.51% among 330,000;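 active means GFP response versus DMSO above a set limit, roughly screen mean plus 3 SD, cut at about 180% in these data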;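 further: median GFP fluorescence of the barcode-gated MEP2-GFP cells per well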
# LAP4-GFP MLPCN: alters LAP4-GFP fluorescence in TOR pathway yeast screen; hit rate 0.34% among 320,000; S. cerevisiae LAP4-GFP multiplex, flow cytometry GFP, 3 h; median GFP as percent of DMSO wells; GFP response vs DMSO, % at 10 µM; AID 2023;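 active means GFP response vs DMSO above a set limit, about the screen mean plus 3 SD, cut at about 150% in these data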
# RPL19A-GFP yeast: yeast TOR pathway RPL19A-GFP modulation | S. cerevisiae RPL19A-GFP strain, flow cytometry, 3 h; hits give low values | percent response vs DMSO, % at 10 µM | hit rate 0.3% among 330,000 | AID 2025;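 active means percent response vs DMSO below 50%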;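 further: median channel GFP fluorescence of the barcoded RPL19A-GFP strain; ratio of sample median GFP to plate DMSO average so 100% = DMSO; lower means less RPL19A-GFP as with rapamycin TOR inhibition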
# The depositor's hits bear a star.
SMILES,procasp7 counter,CIT2-GFP yeast,AHR activator,AGP1-GFP MLPCN,procasp3 activ,MEP2-GFP yeast,LAP4-GFP MLPCN,RPL19A-GFP yeast
Cc1ccccc1NC(=O)c1sc(Cl)nc1-c1ccccc1,4,114,0,108,-3,111,124,112
C=CCn1c(=O)n(CCC#N)c(=O)n(CCC#N)c1=O,13,102,2,99,0,91,83,100
NC(=O)C1CCN(C2=C(NS(=O)(=O)c3ccccc3)C(=O)c3ccccc3C2=O)CC1,1,118,-1,105,-1,125,125,105
CCOc1cc(S(=O)(=O)NCc2ccccn2)c(C)cc1C,-3,98,0,100,-12,104,106,99
Cc1cc(C)cc(N(CC(=O)Nc2ccc(-c3nc4ccc(C)cc4s3)cc2)S(C)(=O)=O)c1,10,99,4,100,2,100,96,100
CCn1c(-c2ccccc2Cl)nn(CC(=O)Nc2ccc(OC)cc2)c1=S,-2,99,0,93,9,103,97,91
COc1ccc(N2CC(C(=O)Nc3nnc(Cc4ccccc4)s3)CC2=O)cc1 (configuration not stated),-7,108,1,105,-6,105,102,103
Cc1nnc(SCCN2C(=O)c3ccccc3C2=O)nc1C,-3,77,2,84,11,91,98,97
O=C(OCC(=O)N1CCN(C(=O)c2ccco2)CC1)c1cc(-c2ccco2)nc2ccccc12,-7,128,8,97,-2,103,123,87
COc1ccc(-c2c/c(=N\c3nc(-c4ccccc4)c(C)s3)c3ccccc3o2)cc1O,-14,103,9,99,17,119,104,102
CC1CC(NNC(=O)c2ccccc2)=Nc2ccccc2N1C (configuration not stated),5,107,-1,108,-2,111,100,106

# Taken from the entries so far (two entries):
SMILES,procasp7 counter,CIT2-GFP yeast,AHR activator,AGP1-GFP MLPCN,procasp3 activ,MEP2-GFP yeast,LAP4-GFP MLPCN,RPL19A-GFP yeast
COc1ccc(-c2c/c(=N\c3nc(-c4ccccc4)c(C)s3)c3ccccc3o2)cc1O,-14,103,9,99,17,119,104,102
CC1CC(NNC(=O)c2ccccc2)=Nc2ccccc2N1C (configuration not stated),5,107,-1,108,-2,111,100,106

# Five of the compounds above, with two lines to a compound.
# Values in the order – procasp7 counter | CIT2-GFP yeast | AHR activator | AGP1-GFP MLPCN | procasp3 activ | MEP2-GFP yeast | LAP4-GFP MLPCN | RPL19A-GFP yeast
C=CCn1c(=O)n(CCC#N)c(=O)n(CCC#N)c1=O
 : 13 | 102 | 2 | 99 | 0 | 91 | 83 | 100
COc1ccc(N2CC(C(=O)Nc3nnc(Cc4ccccc4)s3)CC2=O)cc1 (configuration not stated)
 : -7 | 108 | 1 | 105 | -6 | 105 | 102 | 103
Cc1cc(C)cc(N(CC(=O)Nc2ccc(-c3nc4ccc(C)cc4s3)cc2)S(C)(=O)=O)c1
 : 10 | 99 | 4 | 100 | 2 | 100 | 96 | 100
Cc1nnc(SCCN2C(=O)c3ccccc3C2=O)nc1C
 : -3 | 77 | 2 | 84 | 11 | 91 | 98 | 97
CC1CC(NNC(=O)c2ccccc2)=Nc2ccccc2N1C (configuration not stated)
 : 5 | 107 | -1 | 108 | -2 | 111 | 100 | 106

# One compound at a time, from the list above:
# `Cc1cc(C)cc(N(CC(=O)Nc2ccc(-c3nc4ccc(C)cc4s3)cc2)S(C)(=O)=O)c1` is entered as procasp7 counter: 10; CIT2-GFP yeast: 99; AHR activator: 4; AGP1-GFP MLPCN: 100; procasp3 activ: 2; MEP2-GFP yeast: 100; LAP4-GFP MLPCN: 96; RPL19A-GFP yeast: 100
# `O=C(OCC(=O)N1CCN(C(=O)c2ccco2)CC1)c1cc(-c2ccco2)nc2ccccc12` is entered as procasp7 counter: -7; CIT2-GFP yeast: 128; AHR activator: 8; AGP1-GFP MLPCN: 97; procasp3 activ: -2; MEP2-GFP yeast: 103; LAP4-GFP MLPCN: 123; RPL19A-GFP yeast: 87
